# Screens (PubChem BioAssay)
# BioA inh: inhibitors of Mycobacterium tuberculosis BioA enzyme. purified M. tuberculosis BioA enzyme, plate reader. inhibition, % at 9.99 µM. 0.096% of 360,000 active; in the data active means inhibition above about 40%; inconclusive means no clear call, values can overlap the other calls
# BoNT-A LC inh2: blocks Botulinum neurotoxin A light chain protease. multiplex microsphere protease substrate cleavage, flow cytometry. inhibition, % at 10 µM. 0.17% of 360,000 active. AID 588499; in the data active means inhibition above about 30%; inconclusive means no clear call, values can overlap the other calls; further: plate controls were buffer without enzyme for full effect and enzyme alone for no effect
# CCHF vOTU inh: blocks the CCHF virus ovarian tumor domain protease. 0.55% of 370,000 active. inhibition, % at 11.5 µM. CCHFV vOTU protease, Pep-AMC fluorescence; further: 0% = vehicle wells with enzyme and 100% = no enzyme wells
# Mtb FBA inh: inhibitors of M. tuberculosis fructose-bisphosphate aldolase. 2.3% of 360,000 active. purified M. tuberculosis FBA, fluorescence read-out. AID 588726. P9WQA3. inhibition, % at 1 µM; in the data active means inhibition above about 27%;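 further: 0% = vehicle and 100% = reference inhibitor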
# Target sequence (P9WQA3 whole entry, looked up): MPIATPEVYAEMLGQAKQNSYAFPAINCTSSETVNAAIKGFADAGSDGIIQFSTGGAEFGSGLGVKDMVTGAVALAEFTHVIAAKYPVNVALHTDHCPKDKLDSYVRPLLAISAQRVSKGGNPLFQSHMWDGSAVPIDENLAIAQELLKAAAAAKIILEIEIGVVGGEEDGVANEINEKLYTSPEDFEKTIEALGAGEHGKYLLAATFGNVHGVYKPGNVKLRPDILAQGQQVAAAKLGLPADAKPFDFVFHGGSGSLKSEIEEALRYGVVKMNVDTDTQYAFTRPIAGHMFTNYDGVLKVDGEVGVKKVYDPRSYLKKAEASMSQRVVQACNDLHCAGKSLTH
# PrPC surface inh: inhibitors of human cell surface prion protein PrPC | P04156 | TR-FRET read-out | inhibition, % at 13.8 µM | 0.43% of 370,000 active | AID 720596; in the data active means inhibition above about 24%; further: 0% = median of the test wells and 100% = reference compound wells
# BoNT-F LC inh: blocks Botulinum neurotoxin F light chain protease; inhibition, % at 10 µM; Multiplex microsphere protease cleavage assay, flow cytometry; 0.22% of 360,000 active; in the data active means inhibition above about 35%, passing the limit was not always enough; inconclusive means no clear call, values can overlap the other calls; further: plate controls were buffer without enzyme for full effect and enzyme alone for no effect
# GDH-TPI counter: GDH-TPI coupled enzyme inhibition counter-screen; 1.2% of 360,000 active; inhibition, % at 4.8 µM; GDH-TPI coupled enzyme counterscreen, NADH absorbance;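 further: 0% = DMSO wells and 100% = wells lacking the enzyme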
# Mtb UGM inh: Mtb UDP-galactopyranose mutase inhibition; AID 504406; purified UGM, fluorescence polarization probe displacement; 0.06% of 320,000 active; P9WIQ1; inhibition, % at 10 µM; in the data active means inhibition above about 10%, passing the limit was not always enough; inconclusive means no clear call, values can overlap the other calls
# Target sequence (P9WIQ1 whole entry, looked up): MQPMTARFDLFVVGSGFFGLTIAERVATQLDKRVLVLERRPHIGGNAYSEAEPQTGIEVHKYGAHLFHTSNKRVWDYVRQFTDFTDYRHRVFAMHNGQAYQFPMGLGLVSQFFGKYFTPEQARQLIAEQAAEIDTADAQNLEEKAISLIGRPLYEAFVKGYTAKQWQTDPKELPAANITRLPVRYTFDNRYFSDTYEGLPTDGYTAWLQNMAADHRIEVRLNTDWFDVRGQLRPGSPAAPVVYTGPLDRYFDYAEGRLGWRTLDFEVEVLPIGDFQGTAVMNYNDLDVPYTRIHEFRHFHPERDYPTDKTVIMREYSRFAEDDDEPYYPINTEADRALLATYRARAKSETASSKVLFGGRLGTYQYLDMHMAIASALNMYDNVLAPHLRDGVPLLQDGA
# FadD28 binding: M. tuberculosis FadD28 bisubstrate binding inhibition; FadD28 bisubstrate probe binding, fluorescence polarization; inhibition, % at 12.5 µM; 0.22% of 360,000 active; AID 588549; in the data active means inhibition above about 8.5%, passing the limit was not always enough; inconclusive means no clear call, values can overlap the other calls
# Starred values were filed as active, the others as inactive; ? = inconclusive; · = not tested or not shown. Unless noted, no stated cut-off is given here; in the data, active means inhibition above about 30%; inactive means the rest.
SMILES,BioA inh,BoNT-A LC inh2,CCHF vOTU inh,Mtb FBA inh,PrPC surface inh,BoNT-F LC inh,GDH-TPI counter,Mtb UGM inh,FadD28 binding
Cn1c(CO)cnc1SCC(=O)c1ccc(Br)cc1,·,5.4,11,1,-7,25,6,1.1,-4.2
O=C(Nc1ccc(Cl)c(S(=O)(=O)N2CCOCC2)c1)c1n[nH]c(=O)c2ccccc12,-1.5,4.2,8,2,5,6,-7,-0.9,-4.2
Clc1ccc(N2CCOCC2)nn1,·,0.2,-4,-1,-7,6,-3,-0.6,-0.6
COc1cccc(CN2CCN(S(=O)(=O)c3ccc(NC(C)=O)cc3)CC2)c1OC,·,0.1,0,1,-5,-2,-9,-0.8,-3.0
Cc1ccccc1-c1nnn(CC(=O)Nc2ccc3c(c2)OCO3)n1,·,-0.3,14,1,-3,-1,-6,2.0,-2.0
O=C(C1CC1)N1CCc2[nH]c3ccccc3c2C1,·,-0.2,-17,4,2,0,3,-1.5,-1.1
Cc1ccc(NC(=O)N2CCCC2C(=O)NCc2ccccc2Cl)cc1 (stereo not drawn),-2.1,-1.5,-3,1,-2,?,1,-0.8,-2.3
Cc1ccc2cc(C(c3nnnn3Cc3ccccc3)N3CCN(c4ccccc4)CC3)c(=O)[nH]c2c1 (stereo not drawn),-1.6,-1.2,5,-5,-2,-1,7,1.3,-3.7
Cc1cccc(C)c1NC(=O)CN1CCN(CC(=O)NCC2(N3CCCCC3)CCCCC2)CC1,0.1,0.8,-7,0,2,-2,-4,0.1,-1.6
COCCn1c(C)cc(C(=O)CSc2n[nH]c(N)n2)c1C,-0.8,0.4,-1,3,-1,6,7,-0.4,-0.7
O=S(=O)(c1ccccc1)C1(S(=O)(=O)c2ccccc2)CCCC1,0.6,0.1,-10,-2,6,2,-9,-0.7,-4.7
COc1cc(OC)c(OC)cc1/C=C1\CCC(C2CCCC2)C1=O (stereo not drawn),-0.8,-0.3,2,-1,-8,-3,14,-0.2,-3.2
C/C(=N\OC(=O)c1cccc(C(F)(F)F)c1)c1sc(-c2ccccc2)nc1C,-0.3,-0.5,9,0,0,-4,0,-0.5,0.8
CSCCNC(=O)C1(C)CCN1C(=O)C/C=C/c1ccccc1 (stereo not drawn),0.2,0.2,-3,1,9,0,15,·,-2.2
Clc1ccccc1-c1cc2nc(NCc3ccco3)ccn2n1,-1.1,-0.5,1,5,2,-2,5,·,-5.1
O=C(CN1C(=O)c2ccccc2C1=O)Nc1cc(C(=O)O)cc(C(=O)O)c1,-3.6,-2.7,-4,0,1,11,7,-1.3,-0.8
COc1ccc(C2CC(C(F)(F)F)n3nc(C(=O)NCCN4CCOCC4)cc3N2)cc1 (stereo not drawn),0.5,-1.3,-5,-1,-4,-4,13,2.0,1.2
O=C1NN(c2ccccc2)C(=O)/C1=C\c1ccc2c(c1)OCO2,-0.1,-3.8,5,0,1,?,1,0.8,-3.5
COc1ccc(NC(=O)CN2CCC(C(=O)c3ccc(C)cc3)CC2)c(OC)c1,1.0,-4.0,8,-1,9,-15,-6,1.6,-2.1
CCN(CC)S(=O)(=O)c1cccc(NC(=O)c2cc(-c3cccs3)nn2-c2ccccc2)c1,·,0.7,-4,2,6,8,19,-2.4,0.2
COc1cc(/C=C/c2sc3ccccc3[n+]2CCCS(=O)(=O)[O-])ccc1O,·,0.2,19,-13,-31,0,8,-2.0,-19
CCOC(=O)C1CCN(C(=O)c2ccc(C)c(S(=O)(=O)N3CCCC3)c2)CC1,3.3,-1.4,4,12,5,2,-3,-1.9,2.0
CN(C)CC/C=C1\c2ccccc2Sc2cc(F)c(Cl)cc21,·,-1.4,19,0,-12,-10,3,-1.2,-5.9
Cc1ccc([C@H]2C[C@@H](n3cc(-c4ccc(F)cc4)nn3)[C@H](O)CN2CC2CCCCC2)cc1,-1.8,-0.2,-5,2,-2,0,8,·,-0.3
Fc1ccccc1-c1n[nH]c(=S)n1Cc1ccccc1,-1.6,-1.7,·,-1,·,-7,-6,1.3,-0.2
Cc1ccc(-c2nc3cnccn3c2Nc2ccc3c(c2)OCO3)o1,6.9,-2.3,6,2,-10,-21,8,4.1,-1.4
CCCCn1c(O)c(C=NC2CC3CCC2(C)C3(C)C)c(=O)[nH]c1=O (stereo not drawn),0.0,0.3,-3,-3,0,0,7,-2.0,-0.5
COC(=O)[C@@H]1CCCN1C(=O)CCc1nnc(C2CCCCC2)o1,-0.3,-0.2,2,1,0,3,1,-2.2,-2.9
CCC(C)N(C(=O)c1csnn1)C(C(=O)NC(C)(C)C)c1ccccc1 (stereo not drawn),-5.5,0.1,-3,-3,-5,4,2,-0.5,1.1
CCCCCn1c(=O)c(C(=O)Nc2cc(C)ccn2)c(O)c2ccccc21,-1.6,-6.7,-12,-1,-6,?,0,0.2,-3.1
COC(=O)[C@@]12CCCN1[C@H](c1ccc(-c3ccc(F)cc3)c(OC)c1)[C@H]1C(=O)N(C)C(=O)[C@H]12,-0.4,-0.1,7,6,6,-2,7,-0.2,-1.6
CCCNC(=O)C1(C)CCN(C(=O)c2cccnc2Oc2ccccc2)C1 (stereo not drawn),-0.6,0.1,2,1,-1,0,-5,·,-1.8
Cc1cccc(N2CCN(C(=O)c3ccccc3NC(=O)C3=CSCCO3)CC2C)c1 (stereo not drawn),4.2,-0.6,-15,0,-1,6,3,-1.1,-3.4
O=C(Nc1ccc(Oc2ccccc2)nc1)[C@H]1O[C@@H](n2ccc(=O)[nH]c2=O)[C@H](O)[C@@H]1O,-1.1,-0.4,24,1,3,-4,·,·,-3.2
CN(CC(=O)Nc1ccc2c(c1)OCO2)S(=O)(=O)c1ccc(F)cc1,0.9,-3.5,10,0,-1,1,-3,-1.5,0.5
Cc1ccc(/C=C/C(=O)OCC(=O)NC(C)C)o1,·,-0.1,12,-2,6,1,16,-5.0,0.0
O=C(CCc1ccccc1)Nc1cc2c3c(c1)CCC(=O)N3CCC2,1.7,·,25,-1,-2,·,7,0.7,0.3
Cc1cc(C)n(-c2nc(NC(C)(C)C)nc(NC(C)(C)C)n2)n1,·,-0.1,3,3,-3,-3,-7,0.7,-2.4
O=S(=O)(c1cccc2cccnc12)N1CCCCC1,0.4,2.7,8,-2,4,5,0,0.1,0.4
Cc1cc(C(=O)NCC(c2ccco2)N(C)C)no1 (stereo not drawn),0.5,1.9,-7,0,-5,1,-13,-1.0,-3.9
CSc1ncccc1C(=O)NC1CCCCCCC1,-0.1,0.9,0,4,5,-30,11,-1.0,-0.3
C/C(CC(=O)NC(C)C)=N\NC(=O)COc1cc(C)c(Br)cc1Br,·,0.1,-6,0,7,-2,11,0.6,0.4
CCOC(=O)Sc1nc2ncncc2[nH]1,-1.3,-0.8,-10,-2,3,-1,8,·,-1.6
COc1ccc(Cl)cc1NC(=O)COC(=O)CCNS(=O)(=O)c1cccs1,4.0,-1.1,0,-3,4,-6,-2,·,-1.4
O=C(O)c1ccc(-n2c(-c3ccccc3)n[nH]c2=S)cc1,-0.6,-0.9,-3,-1,7,-9,1,-0.9,0.3
O=C(c1ccc2nc3ccc(Cl)cc3c(=O)n2c1)N1CCOCC1,-2.2,-1.7,-46,93*,-8,0,13,-1.0,-2.3
C/C(=N\NC(=S)NCCc1ccccc1)c1ccc(Cl)cc1,-1.9,0.0,13,-1,2,-2,2,0.9,-1.8
Cc1ccc(C)c(NC(=O)CS(=O)(=O)c2c[nH]c3ccccc23)c1,-0.1,0.8,10,2,-3,0,-11,-0.1,-1.5
COCCNC(=O)c1csc2c1CCCC2,-2.3,-0.5,4,0,5,-9,6,-1.2,-2.9
C=CCNC(=O)c1ccccc1NC(=O)c1cccc2ccccc12,1.0,0.5,18,3,7,6,11,-2.6,-3.0
Cc1ccc(NC2=C(N3CCOCC3)C(=O)c3ccccc3C2=O)cc1,2.2,0.3,108*,2,-15,-5,0,0.7,0.3
Fc1ccccc1-c1cc2ncccc2cn1,-0.8,-2.0,5,2,3,-38,14,1.4,-3.5
Cc1ccccc1CNC(=O)c1ccc2ccccc2n1,0.1,-1.6,3,1,-1,-7,-1,-3.5,-4.6
CC1CCCC(NC(=O)CN(C)S(=O)(=O)c2cccc3cccnc23)C1C (stereo not drawn),-0.3,-0.3,2,2,-6,-15,12,-0.6,0.1
Cc1cc2ccccc2c(=O)n1CC(=O)Nc1ccc2c(c1)OCCO2,-3.9,0.1,-1,-1,8,-6,3,-3.8,-2.5
O=C1c2ccccc2NC(c2ccc(-c3ccc(Br)cc3)o2)N1O (stereo not drawn),-1.7,-0.7,-2,8,2,-6,5,2.0,-4.3
COc1ccc(-c2cc(C(=O)Nc3cccnc3)no2)cc1OC,2.4,-0.6,-2,0,5,-4,4,4.4,·
Cn1c(=O)[nH]c(=O)c2c1nc(N)n2Cc1ccccc1,-0.4,-3.3,1,-1,0,5,2,-1.1,·
Cc1ccc(OCCn2c(=S)[nH]c3c(N)ncnc32)cc1,1.3,-1.4,5,3,-5,-2,-3,-0.9,-2.3
Cc1cccc(NS(=O)(=O)c2ccc(C(=O)NCC(c3ccccc3)N(C)C)cc2)c1C (stereo not drawn),-1.0,0.4,6,1,-4,-6,-7,1.0,-2.1

# Further entries follow.
SMILES,BioA inh,BoNT-A LC inh2,CCHF vOTU inh,Mtb FBA inh,PrPC surface inh,BoNT-F LC inh,GDH-TPI counter,Mtb UGM inh,FadD28 binding
Cc1cc(S(=O)(=O)NC(C)C)ccc1OCC(=O)Nc1ccc2c(c1)OCCO2,·,-0.5,-3,-1,2,-6,-4,1.5,0.8
Cc1occc1C(=O)NCc1nc(-c2ccc(Cl)cc2)no1,0.8,-1.7,2,1,14,6,-4,0.6,-2.7
COCCNC(=S)NNC(=O)CSCc1ccc(Cl)cc1Cl,-0.8,-1.0,9,1,0,-5,3,-0.5,-0.1
Cc1oc(-c2ccc(-c3ccccc3)cc2)nc1CN(CCO)C(C)C,0.7,-1.4,13,5,10,1,-14,0.8,-3.4
CN1C(=O)C2C(c3ccc(N(C)C)cc3)NN(Cc3ccccc3)C2C1=O (stereo not drawn),0.3,-0.3,10,1,-3,0,12,0.1,1.4
COc1ccc(N2CCN(CC(O)COc3c(OC)cccc3OC)CC2)cc1 (stereo not drawn),-0.4,-1.3,-3,1,-6,-24,10,-0.5,-1.0
CCC(C)[C@H](NC(=O)[C@@H]1CSC2c3ccccc3C(=O)N21)C(=O)N1CCCCC1 (stereo partly drawn),1.3,0.0,-7,1,2,5,-2,0.6,-3.8
CCc1ccc(N2C(=O)c3sc4nnc(-c5ccccc5)c(=O)n4c3C2=O)cc1,-1.8,1.6,4,0,-2,-24,16,-0.5,-2.9
O=C(NCC1CCCO1)c1cc(S(=O)(=O)N2CCOCC2)c(Cl)cc1Cl (stereo not drawn),0.0,1.6,15,1,-1,0,-9,·,0.9
CCc1ccc(S(=O)(=O)NCCc2cn3ccccc3n2)s1,-0.7,0.5,3,3,2,0,7,0.1,-1.4
CCOC(=O)CSc1nnnn1-c1cc(OC)c(Cl)cc1OC,-1.1,-0.6,-2,2,1,-6,5,1.0,0.2
COC(=O)CNC(=O)c1c(C)cc(=O)oc1C,3.3,-0.3,-1,1,4,-7,1,1.8,0.2
COc1ccccc1C(=O)n1nc(-c2ccc(Cl)cc2)nc1N,-4.5,0.3,2,1,3,0,15,-0.2,-1.3
O=C(NCc1ccc2[nH]c3c(c2c1)CCCC3)c1ccc(S(=O)(=O)N2CCCC2)cc1,-0.2,-2.1,5,0,-10,-16,5,-2.6,-2.0

# Compound profiles, as listed above:
# COC(=O)CNC(=O)c1c(C)cc(=O)oc1C is entered as BioA inh: 3.3; BoNT-A LC inh2: -0.3; CCHF vOTU inh: -1; Mtb FBA inh: 1; PrPC surface inh: 4; BoNT-F LC inh: -7; GDH-TPI counter: 1; Mtb UGM inh: 1.8; FadD28 binding: 0.2
# O=C(NCC1CCCO1)c1cc(S(=O)(=O)N2CCOCC2)c(Cl)cc1Cl (stereo not drawn) is entered as BioA inh: 0.0; BoNT-A LC inh2: 1.6; CCHF vOTU inh: 15; Mtb FBA inh: 1; PrPC surface inh: -1; BoNT-F LC inh: 0; GDH-TPI counter: -9; Mtb UGM inh: ·; FadD28 binding: 0.9
